GPR7 antag = antagonists of human GPR7 (neuropeptides B/W receptor 1) | P48145 | GPR7-expressing cells, fluorescence antagonist assay | inhibition, % at 4.4 µM | actives 1.1% (n = 290,000) | AID 1861; in the data active = inhibition above about 16%, passing the limit was not always enough;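 also: cells stimulated with the agonist NPW; 0% = agonist with vehicle and 100% = vehicle without agonist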
Target sequence (P48145 whole entry, looked up): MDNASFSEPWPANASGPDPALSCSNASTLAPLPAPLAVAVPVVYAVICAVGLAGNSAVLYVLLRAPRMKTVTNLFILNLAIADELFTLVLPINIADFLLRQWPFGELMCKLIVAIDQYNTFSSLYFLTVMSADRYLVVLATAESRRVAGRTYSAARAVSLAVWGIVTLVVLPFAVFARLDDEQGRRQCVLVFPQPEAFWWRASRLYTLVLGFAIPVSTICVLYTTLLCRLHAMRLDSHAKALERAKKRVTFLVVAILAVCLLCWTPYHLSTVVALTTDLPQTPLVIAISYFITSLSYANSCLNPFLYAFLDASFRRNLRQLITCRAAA
PfM18AAP inh = PfM18AAP enzyme inhibition | inhibition, % at 7.35 µM | AID 1822 | actives 1.2% (n = 290,000) | recombinant PfM18AAP, H-Glu-NHMec fluorogenic cleavage;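 active = inhibition above the campaign mean inhibition over all tested compounds plus 3 SD, cut at about 28% in these data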;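 also: 0% = plate median of test compound wells and 100% = 2 mM ZnCl2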
MEKK2 WT-MEK5 = raises or lowers MEK5 binding to wildtype human MEKK2 PB1 domain | Q9Y2U5 | bead flow cytometry, Alexa488-MEK5 binding to MEKK2 WT; actives lie on both sides | binding response (% of control), % at 10 µM | actives 1.1% (n = 290,000); in the data active = binding response below about 67% or above about 130%; inconclusive = no clear call, values can overlap the other calls; inactive = in between
NALP1 yeast inh = blocks the NALP1 inflammasome reconstituted in yeast; S. cerevisiae NALP1/ASC/caspase-1 growth, X-gal OD620, 72 h; actives 0.61% (n = 280,000); inhibition, % at 10 µM; AID 2071; in the data active = inhibition mostly above about 24%, no sharp cut-off; inactive = mostly below about 32%; also: some compounds called inactive have numbers as strong as hits
OXTR potentiator = human OXTR potentiation | P30559 | CHO-OTR cells, Fluo-8 calcium fluorescence, potentiator mode; 0% = oxytocin EC15, 100% = EC100 | activation, % at 3 µM | actives 0.061% (n = 320,000);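 active = activation above that plate's cutoff, the mean activation of tested compounds plus 3 SD, cut at about 6.6% in these data, passing the limit was not always enough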;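 also: 100% uses oxytocin at 75 nM as the full agonist control; some results filed as inactive read as strong as hits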
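Dosing: Single dose, 3.0 µM nominal final compound concentration | Material: Human OTR in CHO cells | Technique: Kinetic Fluo-8 calcium fluorescence | Benchmarks: EC15 oxytocin alone as 0%, 75 nM oxytocin as 100% | Probe or stimulus: Oxytocin at about EC15, sub-maximal agonist stimulus | Incubation: Compound 6 min at room temperature before oxytocin, 100 s read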
OXTR agonist = activates the human oxytocin receptor. P30559. CHO-OTR cells, Fluo-8 calcium fluorescence; normalized: DMSO 0%, oxytocin 100%. activation, % at 3 µM. actives 0.32% (n = 320,000). AID 2435;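 active = activation above the mean of all tested compounds plus 3 SD, cutoff set per screening run, cut at about 20% in these data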;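 also: peak over basal fluorescence ratio from a 100 s FLIPR kinetic read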
MEKK2 mut-MEK5 = signal of MEK5 binding to mutant human MEKK2 PB1 domain; actives 0.35% (n = 290,000); percent response, % at 10 µM; AID 1530; bead flow cytometry, Alexa488-MEK5 binding to MEKK2 mutant; in the data active = percent response above about 24%, passing the limit was not always enough; also: inactives centre near 1; some results filed as inactive read as strong as hits
GalR3 antag = human GalR3 antagonism. HEK293 GalR3-CNG cAMP membrane potential fluorescence; galR3 body fused to GalR1 C-terminus. AID 651719. actives 0.44% (n = 360,000). inhibition, % at 3 µM. O60755;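 active = inhibition above the screen-wide average plus 3 SD, cut at about 13% in these data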;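 also: forskolin and galanin both at EC90 stimulate the cells; cAMP rise reported by CNG channel membrane potential dye signal; 0% = forskolin plus galanin with DMSO and 100% = forskolin alone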
Target sequence (O60755 1-299 limits assumed): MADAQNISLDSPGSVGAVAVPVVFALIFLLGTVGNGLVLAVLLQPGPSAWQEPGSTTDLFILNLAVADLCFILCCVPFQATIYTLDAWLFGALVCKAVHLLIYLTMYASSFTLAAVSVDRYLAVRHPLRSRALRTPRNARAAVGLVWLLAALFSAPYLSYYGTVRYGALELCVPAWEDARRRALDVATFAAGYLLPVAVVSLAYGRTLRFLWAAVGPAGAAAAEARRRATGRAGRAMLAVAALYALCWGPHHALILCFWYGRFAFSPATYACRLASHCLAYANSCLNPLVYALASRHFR
V1aR counter = V1a receptor agonism, counter-screen for OXTR agonists; actives 0.25% (n = 320,000); activation, % at 3 µM; P37288; CHO-V1R cells, Fluo-8 calcium fluorescence, agonist mode; 0% DMSO, 100% 3 nM vasopressin;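 active = activation above the mean activation of all tested compounds plus 3 SD, per screening run, cut at about 20% in these data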;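 also: signal is peak over basal fluorescence ratio across a 100 second FLIPR read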
Target sequence (P37288 whole entry, looked up): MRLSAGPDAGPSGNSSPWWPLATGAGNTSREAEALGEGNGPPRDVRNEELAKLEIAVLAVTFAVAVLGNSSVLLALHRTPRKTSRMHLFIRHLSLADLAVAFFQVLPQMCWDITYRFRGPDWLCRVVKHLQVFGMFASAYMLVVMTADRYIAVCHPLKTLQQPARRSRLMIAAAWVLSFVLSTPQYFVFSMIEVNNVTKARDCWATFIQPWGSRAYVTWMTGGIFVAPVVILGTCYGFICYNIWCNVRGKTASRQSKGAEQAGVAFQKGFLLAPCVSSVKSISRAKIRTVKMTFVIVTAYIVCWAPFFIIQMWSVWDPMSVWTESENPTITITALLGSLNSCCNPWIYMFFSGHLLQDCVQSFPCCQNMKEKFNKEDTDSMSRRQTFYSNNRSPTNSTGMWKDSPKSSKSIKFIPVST
Starred values were filed as active, the others as inactive; u = inconclusive; x = no result given; [ ] = another dose, or the depositor's remark. Compounds as they come; any-hit rate near 4.1%.

SMILES	GPR7 antag	PfM18AAP inh	MEKK2 WT-MEK5	NALP1 yeast inh	OXTR potentiator	OXTR agonist	MEKK2 mut-MEK5	GalR3 antag	V1aR counter
CCOC(=O)c1cnc(-c2ccccc2)nc1Oc1ccccc1	-13	6	94	-1	-1	-1.0	-3	-2	-0.9
C=CCn1c(SCCC#N)nnc1-c1ccncc1	-15	-2	105	12	6	1.2	4	-3	-1.3
CN(C)S(=O)(=O)c1cccc(NC(=O)COC(=O)c2cccc(S(=O)(=O)N3CCc4ccccc4C3)c2)c1	0	-18	103	25	-10	0.7	-2	-3	2.7
O=C(O)c1ccc(S(=O)(=O)c2ccc3c(c2)C(=O)N(c2ccccc2[N+](=O)[O-])C3=O)cc1	-15	2	106	6	3	0.6	5	-3	1.4
Cc1ccc2c(CSc3nnc(C4CC4)n3N)cc(=O)oc2c1C	5	5	x	-1	1	0.4	x	-3	-0.8
Cc1ncc([N+](=O)[O-])n1CC(=O)NCc1ccccc1	-5	4	u	3	2	0.0	-18	-4	1.6
Cc1ccc(C)c(NC(=O)C(OC(=O)c2ccc(C)s2)c2ccccc2)c1 (configuration not stated)	4	-8	96	28	-4	-2.1	14	-4	-1.1
CC(=O)c1ccc(NS(=O)(=O)c2cc3c(cc2C)N(C(C)=O)CCO3)cc1	6	-5	108	15	-8	0.4	4	-10	-0.8
Cc1noc(C)c1CSCC(=O)Nc1ccc(Br)cc1Cl	x	x	x	x	-15	4.1	x	-4	3.6
CC(C)(C)c1cc(C(=O)Nc2cccnc2)cc(C(=O)Nc2cccnc2)c1	-2	3	105	10	-4	-0.6	5	-10	1.4
O=C1c2ccccc2C(=O)N1c1cc([N+](=O)[O-])ccn1	-2	-3	100	1	-1	-0.5	-1	-10	1.1
C=CCNC(=O)c1ccccc1NC(=O)COc1ccc(OC)cc1	-2	-3	102	41	-11	-1.4	0	-2	-0.9
Cc1ccc(NC(=O)CSc2nnc(CNC(=O)c3ccco3)n2C)cc1C	x	x	x	x	-16	0.1	x	-4	-1.4
Cn1c(SCC(=O)Nc2ccccc2)nc2c([nH]c3ccccc32)c1=O	-10	-2	101	3	-3	-1.3	1	3	-0.3
Cc1c(C(=O)NCC(c2ccco2)N(C)C)oc2c(Cl)cccc12 (configuration not stated)	x	x	x	x	-4	-1.4	x	-3	-0.3
Cc1ccccc1-c1nsc(SCC(=O)NCc2ccc3c(c2)OCO3)n1	-4	3	98	32	-9	-1.5	-1	-4	0.1
CCCn1c(=O)[nH]c(=O)c2c1nc(-c1ccc(C#N)cc1)n2CCOC	5	-4	98	4	-5	0.3	-1	-10	0.3
Cc1nc2c(C#N)c[nH]n2c(=O)c1Cc1ccccc1	-10	0	98	5	2	0.6	-2	0	0.9
CN(CC(=O)Nc1cccc(F)c1)C(=O)c1cn(-c2ccccc2)nc1-c1ccc(Cl)cc1	x	x	x	x	-11	4.0	x	-4	2.3
CCOC(=O)C1C(=O)CC(C)(O)C(C(=O)OCC)C1c1ccc(C)s1 (configuration not stated)	2	2	94	17	-8	-0.8	-5	-5	-0.8
CN(C)S(=O)(=O)c1ccc(NC(=O)C2CC3C=CC2C3)cc1 (configuration not stated)	0	-2	9.0*[inhibitor]	12	-2	2.4	-46	-1	1.2
O=C(COc1ccc(Br)cc1Br)NC1CCS(=O)(=O)C1 (configuration not stated)	x	x	x	x	-8	0.1	x	1	-1.4
CC(=O)N1CCCc2cc(S(=O)(=O)N3CCCC(C(=O)Nc4cccc(F)c4)C3)ccc21 (configuration not stated)	-2	-1	100	-2	-23	3.6	7	-9	6.6
C[C@H](C(=O)CC(=O)OC(C)(C)C)[C@H](O)c1ccc(C(F)(F)F)cc1	-6	2	102	-8	-8	3.3	-2	x	0.2
Cc1ccc2c(c1)CCCN2CC(=O)N(C)c1c(N)n(Cc2ccccc2)c(=O)[nH]c1=O	x	x	x	x	-5	0.7	x	-4	2.4
CCn1c(SCC(=O)N2c3ccccc3CCc3ccccc32)nnc1-c1ccc(OC)cc1	-9	-13	101	20	-1	-1.2	-1	x	-0.5
COc1ccc2c(c1)C1NC(=S)NC(C)(O2)C1C(=O)Nc1ccccc1C (configuration not stated)	-1	-3	93	6	-12	-0.4	-8	-6	0.8
CC(NC(=O)c1ccco1)C(=O)OC(C)C(=O)NCc1ccccc1 (configuration not stated)	-6	1	96	-22	-9	0.5	-1	-3	-0.8
C=CCSc1nc(NC)c2sccc2n1	-5	-4	103	-8	-11	-0.2	4	-1	0.2
O=C(NCc1nnnn1-c1ccc(Cl)cc1)c1ccc(Br)o1	x	x	x	x	1	-1.7	x	-3	1.2
CC(C)CNC(=O)C1Nc2ccc(C(F)(F)F)cc2C2C=CCC12 (configuration not stated)	x	x	103	x	-5	-1.2	0	-1	0.6
CN(C)/C=C1\C=C2C(=O)c3ccccc3N2C1=O	6	2	93	14	-22	436*	-11	0	95*
COc1ccc(CCN2Cc3c(cccc3[N+](=O)[O-])C2=O)cc1OC	-13	-5	100	1	-8	1.9	5	-10	0.9
O=C(Nc1cc(Cl)ccc1Cl)c1noc2c1CCCC2	x	x	95	-4	-8	-1.3	8	0	-0.7
O=C(CC1CCCC1)NCCc1cn2ccccc2n1	-9	-10	x	-25	-7	-0.8	x	x	-0.2
O=C(Nc1ccc(Cl)cc1)Nc1ccc(Cl)c(Cl)c1	x	x	x	x	-11	18	x	-11	14
O=C(COc1ncnc2c(Cl)cc(Cl)cc12)NCCC1=CCCCC1	-8	2	103	14	1	-0.3	3	-2	0.1
Cc1cc(C)cc(N(CC(=O)NC(C)(C)C)C(=O)CNC(=O)c2cccs2)c1	6	3	89	13	0	-0.3	-6	5	0.3
CCOc1ccccc1C(=O)NCC(=O)Nc1ccc(-c2ccccc2)cc1	-11	-3	104	15	2	0.5	10	-4	0.4
COc1ccc(CNC(=O)CC(C)c2ccccc2)cc1 (configuration not stated)	2	2	98	-14	2	-0.7	-1	-9	1.0

One compound at a time, as listed above:
Shown for Cc1ccc2c(c1)CCCN2CC(=O)N(C)c1c(N)n(Cc2ccccc2)c(=O)[nH]c1=O : GPR7 antag = x; PfM18AAP inh = x; MEKK2 WT-MEK5 = x; NALP1 yeast inh = x; OXTR potentiator = -5; OXTR agonist = 0.7; MEKK2 mut-MEK5 = x; GalR3 antag = -4; V1aR counter = 2.4
Shown for O=C(Nc1cc(Cl)ccc1Cl)c1noc2c1CCCC2 : GPR7 antag = x; PfM18AAP inh = x; MEKK2 WT-MEK5 = 95; NALP1 yeast inh = -4; OXTR potentiator = -8; OXTR agonist = -1.3; MEKK2 mut-MEK5 = 8; GalR3 antag = 0; V1aR counter = -0.7

Following part.
SMILES	GPR7 antag	PfM18AAP inh	MEKK2 WT-MEK5	NALP1 yeast inh	OXTR potentiator	OXTR agonist	MEKK2 mut-MEK5	GalR3 antag	V1aR counter
Cc1cc(C)n(-c2nc(SCCN(C)C)c3c4c(sc3n2)COC(C)(C)C4)n1	6	6	87	18	-6	0.5	-6	-11	-0.1
Cc1ccc(S(=O)(=O)NCCC(=O)O)cc1	-9	2	106	6	-7	0.8	7	-3	-0.1
O=C(COc1ccc(N2C(=O)c3ccccc3C2=O)cc1)c1ccccc1	-6	-2	100	19	-2	-0.6	-1	2	-0.1
COC(=O)c1c(C)cc(OC(C)=O)c(C)c1OC(C)=O	0	-3	98	4	-7	0.2	-4	0	0.1
CC#CC(=O)N1CCC(CCc2ccccc2)(C(=O)OCC)CC1	-13	2	104	4	5	-1.2	7	2	-0.6
C=CCOc1ccc2ccccc2c1CNn1c(C)n[nH]c1=S	-6	15	102	11	-5	-2.2	1	-9	-0.8
Cc1ccccc1C(=O)c1cccn1CC(=O)NCc1ccccc1	-2	-11	105	2	-26	-2.5	4	-5	-0.9
COc1ccc(OC)c(-n2nnnc2SCC(=O)O)c1	-5	-1	u	-2	4	1.5	-22	-1	0.5
O=C(Nc1cccc(-c2nn[nH]n2)c1)c1csc2c1CCCC2	-21	3	103	8	-2	-0.6	9	x	0.1
O=C(O)c1cccc(CSc2nnc(Cc3ccccc3)o2)c1	-10	-1	98	2	-19	-0.3	-4	-5	-1.1
Cc1ccc(/C=N/NC(=O)CNC(=O)c2cccc([N+](=O)[O-])c2C)o1	4	7	90	21	-18	-0.4	-8	-8	-0.1
COc1ccc(NC(=O)COC(=O)Cn2nnc3ccccc32)cc1	-17	-1	99	18	-8	-0.2	4	6	-0.5
NS(=O)(=O)c1cccc(NC(=O)c2cccs2)c1	-11	3	107	x	0	1.4	-3	-3	0.8
O=C(CSc1ccccn1)N/N=C/c1c[nH]c2ccccc12	5	4	95	-8	-19	2.5	-2	-11	2.1
O=C(CCc1c[nH]c2ccccc12)NCC1COc2ccccc2O1 (configuration not stated)	-1	-5	104	5	-5	0.8	-3	1	-0.8
Cc1cc(C)cc(N2C(=O)CSC2c2ccccn2)c1 (configuration not stated)	1	1	99	-14	-3	-0.1	1	-3	-0.6
O=C(COC(=O)C1CC2C=CC1C2)Nc1cccc(S(=O)(=O)N2CCCCC2)c1 (configuration not stated)	-5	-2	105	4	-13	9.2	4	1	7.7
O=C(Nc1nc(-c2ccncc2)cs1)C1COc2ccccc2O1 (configuration not stated)	-10	13	x	19	-8	5.4	x	7	6.7
O=C(Nc1ccc(C(=O)O)cc1)/C(=C\c1ccco1)NC(=O)c1ccccc1Cl	4	30*	100	23	-8	0.5	2	-10	1.9
O=C(Nc1ccccc1)c1cccc(S(=O)(=O)NC2CCCC2)c1	-15	-8	108	18	-10	0.9	6	-7	5.0
COc1ccc(Cl)cc1NC(=O)c1cc(-c2cc(C)ccc2O)n[nH]1	-1	4	84	-14	-2	-0.1	-8	3	1.8
COC(=O)c1ccc2c(c1)NC(=O)c1ccccc1S2	-14	4	104	-42	-3	-0.8	1	1	-0.6
CCOC(=O)CNC(=O)C(Cc1ccccc1)NS(=O)(=O)c1ccc2c(c1)CCC(=O)N2 (configuration not stated)	3	5	107	x	-2	-0.9	8	-5	-1.0
COC(=O)c1c(NC(=S)Nc2cc(OC)c(Cl)cc2OC)sc2c1CCCCC2	-9	4	90	-9	-8	-1.4	-2	6	0.0
O=C(NCc1ccncc1)C(=O)NCC1OCCN1S(=O)(=O)c1cc(F)ccc1F (configuration not stated)	-18	-6	98	2	-3	-0.4	2	-1	-0.1
O=C(Nc1ccc2nc(-c3cccnc3)[nH]c2c1)C12CC3CC(CC(C3)C1)C2	8	7	107	-1	-18	-2.6	7	-5	-0.3
Cc1noc(C)c1S(=O)(=O)Nc1ccc2c(c1)CC(=O)N([C@H](C)CO)C[C@H](C)[C@@H](CN(C)CC1CC1)O2	x	x	x	x	-4	1.9	x	-6	1.2
CCc1ccccc1NC(=O)CNC(=O)CCc1nc2sc3c(c2c(=O)[nH]1)CCCC3	x	x	x	x	-5	0.7	x	1	-0.3
Cc1cc(C)c(C(=O)CSc2n[nH]c(=O)n2C2CC2)cc1C	-3	-5	110	-2	-21	5.2	3	-5	8.4
O=C1c2ccccc2-c2c1cccc2C(=O)N1CCCCC1	-15	-4	105	-3	1	-2.3	7	4	-0.4
Cc1ccc(C)c(Cn2c3ccccc3c3cnn(CC(=O)NCCCN4CCCCC4)c(=O)c32)c1	11	3	118	-12	0	0.3	4	-5	0.6
